Assay outcomes: PubChem BioAssay, National Center for Advancing Translational Sciences (NCATS)
3T3 cytotox = kills NIH 3T3 cells | NIH 3T3 viability, CellTiter-Glo ATP luminescence, 48-72 h | Potency, µM (doses to about 96.7 µM), for the others: top-dose activity change, negative = cytotoxicity, usual class: inhibitors | 94,000 tested, 4.3% active | AID 1345082; note: potency is the fitted concentration of half-maximal effect; nearly all actives have a fitted effect of over 55% in size
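NIH 3T3 cells at 400 cells/well received 23 nL of compound by pintool and were incubated 48 or 72 h at 37 °C. Viability was read as ATP-coupled CellTiter-Glo luminescence.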
SNCA viab count = counter-screen for SNCA expression inhibitors: cell viability. Potency, µM (top dose mostly 57.1 µM), inactives show top-dose activity change, negative = cytotoxicity, actives largely listed as cytotoxic. HEK-293-SNCA-luc viability, GF-AFC fluorescence, 24 h. AID 1671193. 150,000 tested, 0.12% active;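 note: potency is the fitted concentration of half-maximal effect; 0% = DMSO-treated cells and -100% = medium-only wells without cells; nearly all actives have a fitted effect of over 30% in size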
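Cytotoxicity counterscreen: after 24 h compound treatment of genome-edited SNCA-luciferase HEK-293 cells, live-cell protease substrate GF-AFC read by fluorescence after 30 min; activity scaled between DMSO (0%) and medium-only (-100%), curves Hill-fitted.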
IP6K1 inh = IP6K1 kinase inhibition; IP6K1 kinase, ADP-Glo luminescence, 2 h; stronger effect = lower value; Q92551; activity change, % (series mostly up to about 58 µM); 140,000 tested, 0.81% active; in the data active = activity change below about -25%
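ADP-Glo luminescence measures ADP made by human IP6K1 during a 2 h RT reaction with ATP/IP6 (mix at 1.3 mM/130 uM); top library doses 57.5 and 19.1 uM final.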
HEK cytotox = cytotoxic compounds in HEK 293 cells | HEK 293 viability, ATP luminescence (CellTiter-Glo), 48-72 h | 94,000 tested, 6.6% active | AID 1345083 | Potency, µM (top dose mostly 115 µM), inactives show top-dose activity change, negative = cytotoxicity, actives largely listed as inhibitors; note: potency is the fitted concentration of half-maximal effect; nearly all actives have a fitted effect of over 60% in size
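HEK 293 seeded at 250 cells/well receive compound via pintool. After 48 or 72 hr at 37 degree Celsius, 5% CO2 and 95% humidity, CellTiter-Glo is dispensed and luminescence read following 10 min at room temperature.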
GPT2 inh = inhibitors of human GPT2 alanine aminotransferase | AID 1671188 | 100,000 tested, 0.25% active | Potency, µM (top dose mostly 57.7 µM), inactives show at the top dose activity change, negative = inhibition, hits mostly inhibitors | Recombinant GPT2, coupled pyruvate oxidase/HRP Amplex Red fluorescence; note: potency is the fitted concentration of half-maximal effect; nearly all actives have a fitted effect of over 60% in size; many of its hits are not listed in these tables
Target sequence (Q8TD30 whole entry, looked up): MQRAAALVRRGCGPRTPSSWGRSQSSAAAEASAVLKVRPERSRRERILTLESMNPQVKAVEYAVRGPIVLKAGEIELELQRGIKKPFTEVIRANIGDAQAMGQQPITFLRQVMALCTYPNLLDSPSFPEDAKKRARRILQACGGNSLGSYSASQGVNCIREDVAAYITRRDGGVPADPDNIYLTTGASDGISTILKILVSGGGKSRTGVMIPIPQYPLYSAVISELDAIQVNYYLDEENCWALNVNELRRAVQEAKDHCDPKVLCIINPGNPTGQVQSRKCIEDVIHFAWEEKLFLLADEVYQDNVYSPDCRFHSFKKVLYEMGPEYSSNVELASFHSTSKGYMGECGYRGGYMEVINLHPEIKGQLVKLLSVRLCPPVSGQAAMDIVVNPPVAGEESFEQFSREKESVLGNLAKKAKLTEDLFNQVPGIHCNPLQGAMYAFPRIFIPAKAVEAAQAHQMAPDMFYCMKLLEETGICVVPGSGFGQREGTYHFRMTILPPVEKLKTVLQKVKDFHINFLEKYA
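Fluorescence read-out: pyruvate from GPT2 turnover coupled to pyruvate oxidase, HRP and Amplex Red (0.2mM ThPP, 0.2U/mL PO and HRP, 50uM Amplex final). Substrates 250uM a-KG, 2mM L-alanine; enzyme 10ng/uL; 30 min RT.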
Luciferase inh = Photinus pyralis luciferase inhibition. 76,000 tested, 2.5% active. purified P. pyralis luciferase, luminescence, biochemical. AID 1347043. Potency, µM (highest dose often 115 µM), for inactives: at the highest dose activity change, negative = inhibition, most hits filed as inhibitors; note: potency is the fitted concentration of half-maximal effect; nearly all actives have a fitted effect of over 65% in size
Target sequence (P08659 whole entry, looked up): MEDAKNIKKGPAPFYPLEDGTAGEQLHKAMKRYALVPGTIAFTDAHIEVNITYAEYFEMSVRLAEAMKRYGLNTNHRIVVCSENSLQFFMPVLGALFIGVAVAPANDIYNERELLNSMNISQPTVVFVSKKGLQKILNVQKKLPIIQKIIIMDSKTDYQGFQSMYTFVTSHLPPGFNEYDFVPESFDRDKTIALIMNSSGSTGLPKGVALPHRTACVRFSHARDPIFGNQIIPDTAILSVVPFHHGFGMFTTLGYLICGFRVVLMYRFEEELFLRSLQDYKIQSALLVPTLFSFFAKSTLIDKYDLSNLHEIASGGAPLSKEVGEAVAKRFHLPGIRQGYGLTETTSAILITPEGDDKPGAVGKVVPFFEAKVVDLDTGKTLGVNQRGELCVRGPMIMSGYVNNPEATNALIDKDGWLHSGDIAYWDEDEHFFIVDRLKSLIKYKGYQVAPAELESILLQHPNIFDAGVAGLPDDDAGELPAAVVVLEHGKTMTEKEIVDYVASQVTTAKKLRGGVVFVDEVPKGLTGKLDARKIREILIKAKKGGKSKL
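FLuc 10nM, D-luciferin 10uM, ATP 10uM, Mg acetate 10mM, Tris acetate pH 7.5, Tween/BSA; cpd qHTS; enzyme added last; CCD luminescence.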
SNCA expr inh = SNCA gene expression inhibition; 140,000 tested, 0.17% active; HEK-293 SNCA-luciferase knock-in, luminescence, 24 h; Potency, µM (titrated, usually from 57.2 µM), for inactives: at the highest dose activity change, negative = inhibition, hits mostly inhibitors;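 note: potency is the fitted concentration of half-maximal effect; plate controls were DMSO cells for no effect and cell-free wells for full effect; nearly all actives have a fitted effect of over 45% in size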
* hit, by the source's call; i = inactive; u = inconclusive; x = not tested or not shown; & = joins results of further samples; [ ] = another dose, or the depositor's remark. Unless noted, calls come from the whole dose curve; as a rule, active = well fitted curve in the direction sought with a large enough effect; inconclusive = small, poorly fitted or top-dose-only effect, or another doubt; inactive = no such curve, though single readings can be large; an effect the other way counts as inactive or inconclusive. Unless noted, % is set by controls: 0 for no effect and ±100 for the full control effect. Rows were taken by chance; about 7.7% have a hit in one of these screens.

SMILES | HEK cytotox | IP6K1 inh | GPT2 inh | SNCA expr inh | Luciferase inh | 3T3 cytotox | SNCA viab count
COc1ccc(CC(=O)N2CC[C@@H](CC(=O)O)[C@@H](CCN3CCC[C@H]3C(N)=O)C2)cc1 | -7%[172 µM] | -5 | -8%[88.5 µM] | 0%[87.6 µM] | 0%[172 µM] | -1%[174 µM] | 2%[87.6 µM]
O=C(NCCNC(=O)c1ccccc1Cl)c1ccc(-c2cccc(C(F)(F)F)c2)cc1 | 1% | 14 | x | x | x | -15% | x
CC1CCCCC1Nc1ncnc2c1CN(C1CCCNCC1)C(=O)CN2C (configuration not stated) | -1% | 3 | u | 7% | x | 5% | 7%
Cc1ccc(C(=O)NCCOc2nonc2C)cc1N1CCNC1=O | 1% | 1 | u | 18% | 7% | i | -15%
CC1CCCCN1C(=O)CSc1nnc(-c2ccccc2Cl)o1 (configuration not stated) | x | 5 | x | 40%[activator] | x | x | -19%
CC(C)NC(=O)CSc1nc2ccccc2nc1N1CCCCC1 | x | 3 | x | -11% | x | x | -7%
CC(C)CN1C(=O)COC[C@@H]1[C@H](O)c1ccc(NC(=O)c2ccc3c(c2)OCO3)cc1 | -22%[172 µM] | -4 | i | 9%[87.6 µM] | 63µM* | -12%[138 µM] | 1%[87.6 µM]
O=C(NCCc1ccc(Cl)cc1)C1CCCN1C(=O)c1cccc(-c2ccccn2)c1 (configuration not stated) | u | -5&7 | -17%&5% | 5%&-1% | x | u | -26%&-7%
Cc1nnc(-c2cc(C(=O)NCC(C)C)ccn2)n1CCc1ccccc1 | -23%[172 µM] | 15 | -10%[88.5 µM] | 62%[activator][87.6 µM] | 2%[172 µM] | u | 17%[87.6 µM]
CC(C)C[C@@H]1N[C@H](C(=O)NC(C)C)Cc2cn(Cc3ccccn3)c3cccc1c23 | 28µM* | 3 | u | u | -4%[172 µM] | 45µM* | u
CCOc1ccccc1NC(=O)N1CCC2(CC1)CC(N1CCN(C(C)C)CC1)CCO2 (configuration not stated) | -7% | -9 | -8% | 6% | 0% | i | 6%
COc1ccc(-c2cc(C(C)=O)c(C)n2CCC(=O)Nc2ccc(C)c(Cl)c2)cc1 | x | 4 | x | 21% | x | x | -1%
Cc1ccc(C)c(N2CCN(C(=O)C3CCCN(S(=O)(=O)c4ccc5c(c4)oc(=O)n5C)C3)CC2)c1 (configuration not stated) | x | -13 | x | 1% | x | x | -6%
CN1CCN(c2ccc(CNC(=O)[C@H]3CN(Cc4ccccc4)C[C@H]3C(=O)O)cc2)CC1 | -11% | -3 | i | -21% | -8% | -23% | -8%
O=C(CN1C(=O)NC2(CCCCC2)C1=O)NC1CCCC1 | 0% | 10 | 5% | 17% | -3% | 0% | 6%
COc1cc(C(N)=O)nc(-c2ccccn2)c1O | x | 34 | u | x | x | x | 16%
CC1CCCN(Cc2c(O)ccc3c(=O)c(Oc4ccccc4Cl)c(C(F)(F)F)oc23)C1 (configuration not stated) | x | 5 | x | 3% | x | x | 6%
COc1ccc(-c2cc(N3CCN(C(=O)c4ccc(C)cc4)CC3)n[nH]2)cc1 | u | 11 | i | u | -7% | -19% | -10%
O=C(C1CCC1)N1CCC(Cc2nc(C3CCOCC3)no2)CC1 | u | 0 | u | 22% | -5% | -8% | 1%
O=C(NCC1CCOCC1)Nc1cc(F)cc(F)c1 | 0% | 16 | i | 21% | -11% | i | 7%
Cc1coc2cc3oc(=O)c(CC(=O)NCc4ccccc4)c(C)c3cc12 | x | -11 | x | -5% | x | x | 8%
O=C1COc2ccc(-c3cn[nH]c3)nc2CN1Cc1ccccc1 | u | -4 | i | 16%[87.6 µM] | -11%[172 µM] | 28µM* | -17%[87.6 µM]
Cc1cccc(S(=O)(=O)N2CCCN(C(=O)C3CC3)c3ccccc32)c1 | u | -3 | 0% | -2% | 0% | u | -22%
O=S1(=O)NCC2(CCN(Cc3ccoc3)CC2)Oc2ncccc21 | i | 2 | 1% | -11% | x | i | -1%

Record cards (already shown). Order of values: HEK cytotox | IP6K1 inh | GPT2 inh | SNCA expr inh | Luciferase inh | 3T3 cytotox | SNCA viab count
Results for O=C(C1CCC1)N1CCC(Cc2nc(C3CCOCC3)no2)CC1 : u | 0 | u | 22% | -5% | -8% | 1%
Results for Cc1ccc(C)c(N2CCN(C(=O)C3CCCN(S(=O)(=O)c4ccc5c(c4)oc(=O)n5C)C3)CC2)c1 (configuration not stated) : x | -13 | x | 1% | x | x | -6%
Results for O=C(NCC1CCOCC1)Nc1cc(F)cc(F)c1 : 0% | 16 | i | 21% | -11% | i | 7%
Results for Cc1cccc(S(=O)(=O)N2CCCN(C(=O)C3CC3)c3ccccc32)c1 : u | -3 | 0% | -2% | 0% | u | -22%

(more compounds)
SMILES | HEK cytotox | IP6K1 inh | GPT2 inh | SNCA expr inh | Luciferase inh | 3T3 cytotox | SNCA viab count
CCOc1ccccc1C(=O)NC1CCN(c2cnn(CC)c(=O)c2)CC1 | -26% | 44 | i | -18% | 2% | u | -19%
COc1cccc(S(=O)(=O)N2CCC3(CC2)N(c2ccccc2)C(=O)CS3=O)c1 (configuration not stated) | 4% | -12 | 4% | -14% | x | -10% | 5%
O=C(c1nc2sccn2c1-c1cccnc1)N1CCOCC1 | -19%[172 µM] | 9 | i | 0%[87.6 µM] | x | -5%[138 µM] | -10%[87.6 µM]
Cc1ccc(-n2c(=O)c3ccc(C(=O)NCc4ccco4)cc3n(Cc3ccccc3C#N)c2=O)cc1 | x | 3 | x | 33%[activator] | x | x | 2%
CCNC(=O)[C@@H]1CCCN1[C@@H](C(=O)NC)c1ccccc1F | -2%[172 µM] | -3 | i | 20%[87.6 µM] | 2%[172 µM] | i | 4%[87.6 µM]
COc1ccc(C2CC(=O)c3cc(-c4nc(-c5cccc([N+](=O)[O-])c5)cs4)c(=O)n(-c4cc(C)cc(C)c4)c3C2)cc1 (configuration not stated) | x | 5 | x | 9% | x | x | 2%
CCNC(=O)N1CCCCC1c1nc(CCOc2cccc(C)c2)no1 (configuration not stated) | u | 14 | i | 8% | 5% | -10% | 1%
Cc1nc(CCNC(=O)C2(c3ccccc3)CC2)no1 | 4% | 2 | i | 5% | -7% | -14% | 2%
Cc1noc(C)c1-c1nccc2c(=O)cc(N3CCOCC3)oc12 | -10%[172 µM] | -13 | -5%[88.5 µM] | -4%[87.6 µM] | -3%[172 µM] | 100µM* | -4%[87.6 µM]
Cc1cccc(S(=O)(=O)c2cn(Cc3ccccc3)c3cc(N4CCOCC4)c(F)cc3c2=O)c1 | x | -9 | x | 3% | x | x | -27%
Cc1ccc(C)c(NC(=O)CN(CCc2ccccc2)S(=O)(=O)c2ccccc2)c1 | x | 4 | x | -1% | x | x | 0%
CC1CCCCN1C(=O)c1ccc2c(c1)N(Cc1ccc(F)cc1)C(=O)c1ccccc1S2(=O)=O (configuration not stated) | x | 23 | x | -21% | x | x | -2%
CCOc1ccc(NC(=O)[C@@H]2C[C@@H](O)CN2C2CCN(C(=O)c3cccc(OC)c3)CC2)cc1 | -17% | 27 | 5% | 4% | 8% | -16% | 8%
COc1ccc(NC(=O)c2ccc3c(c2)N(S(C)(=O)=O)CC3)cc1OC | -25% | -3 | u | 103%[activator] | u | -23% | 9%
Cc1cccc(N2CCN(C(=O)Cn3nc(Cc4cccnc4)c4ccccc4c3=O)CC2)c1C | x | 55 | x | u | x | x | u
COc1ccc(CC(=O)Nc2ccc([C@H]3OCC(=O)N(Cc4cccnc4)[C@@H]3CO)cc2)cc1 | -16% | 10 | i | 19% | -6% | -14% | 6%
CCN(CC)S(=O)(=O)N(C)CC1CCCN(CCc2ccccc2OC)C1 (configuration not stated) | u | 13 | i[11.5 µM] | 6% | 1% | -19% | -3%
Cc1ccc(C(=O)N(C)Cc2cccn2C)cc1 | -8%[172 µM] | 31 | 3%[88.5 µM] | 52%[activator][87.6 µM] | u | -20%[138 µM] | 2%[87.6 µM]
CC1=C(C(=O)Nc2cc3cn[nH]c3cc2F)C(c2ccc(Cl)cc2F)N=C(c2ccnc(Cl)c2)N1 (configuration not stated) | x | -3 | 4% | -9% | x | x | u
Cc1ccc(CN2CC[C@H](c3nc4ccc(C(F)(F)F)cc4[nH]3)C2)cc1 | 40µM* | 14 | -30%[88.5 µM] | -32%[87.6 µM] | -16%[172 µM] | 28µM* | u
COc1cc(OC)cc(-c2nnc(SCC(=O)N3CCC(C)CC3)o2)c1 | x | -8 | x | -12% | x | x | -7%
COCc1ccc(C(=O)N2CCC3(CC2)C(C(=O)O)CC(=O)N3C)o1 (configuration not stated) | -5% | 1 | -4% | -7% | -9% | 4% | 3%
Cc1c(Cl)cccc1NC(=O)Nc1nnc(N(C)Cc2ccccc2)s1 | x | -4 | x | -4% | x | x | 37%
CC(C)COc1ccc(C(=O)N2CCN(CCc3ccncc3)CC2)cc1 | x | 18 | x | 12% | x | x | 5%
CN(C)c1ccc(CN2Cc3[nH]cnc3C[C@H]2c2nc(-c3ccncc3)no2)cc1 | -26%[172 µM] | 14 | -7%[88.5 µM] | 17%[87.6 µM] | 1%[172 µM] | u | 2%[87.6 µM]
O=C(c1cccs1)N1CCc2[nH]nc(-c3cccc(F)c3)c2C1 | 28µM* | -1 | -4% | u | 0% | u | -14%
CCOc1ccc(-n2c(SCC(=O)N3CCCc4ccccc43)nc3c([nH]c4ccccc43)c2=O)cc1 | x | -10 | x | 17% | x | x | 4%
CN1CCN(C2CCOC3(CCN(C(=O)CCc4ccccc4)CC3)C2)CC1 (configuration not stated) | -7% | 5 | i | -15% | -6% | -6% | 16%
COc1cccc(NC(=O)N(CCC(C)C)C2CCN(C(C)C)CC2)c1 | x | 4 | x | u | x | x | -15%
NC(=O)Cn1ccc2cc(OCC3CCN(C(=O)C4CCCC4)CC3)cnc21 | u | -2 | -13%[88.5 µM] | -6%[87.6 µM] | -23%[172 µM] | u | -2%[87.6 µM]
Cc1cc(C)c2c(CC(=O)N[C@@H]3CCOC[C@H]3Oc3ccccn3)coc2c1 | 50µM* | -9 | -5%[11.5 µM] | 4% | -3% | u | -2%
C[C@]1(CO)[C@H]2Cc3sc(NC(=O)c4c(F)cccc4F)nc3[C@@H](CC(=O)NC3CCCC3)[C@]2(C)CC[C@H]1O | u | -20 | i | -5% | -1% | u | -6%
O=[N+]([O-])c1ccc(CNc2nc(NCc3cccc(C(F)(F)F)c3)nc3nc[nH]c23)cc1 | x | -75* | i | x | x | x | -3%
O=C1NC(=NC2CCCCC2)C2(CCN(Cc3ccsc3)CC2)N1c1cccnc1 | -2% | 1 | 0% | 4% | x | -1% | 2%
CCc1noc(-c2cn(C3CCN(C(=O)c4ccc(C)c(C)c4)CC3)nn2)n1 | u | 9 | i | 1% | -5% | u | 4%
COc1ccc(CCNc2ncnc3c2CN(c2ccccc2F)C(=O)CN3C)cc1 | u | -5 | 5% | -4% | 1% | u | -7%
